Assay outcomes: PubChem BioAssay, several laboratories
HTR5A inv ctr – HTR5A inverse agonism, opioid heterodimer counter-screen | hit rate 0.083% among 340,000 | P47898 | inhibition, % at 9.3 µM | AID 504634 | HTR5A cell line, luminescence; in the data active means inhibition mostly above about 23%, no sharp cut-off; inactive means mostly below about 18%;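 further: 0% = cells with DMSO and 100% = no-cell wells with DMSO; some compounds called inactive have numbers as strong as hits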
Target sequence (P47898 whole entry, looked up): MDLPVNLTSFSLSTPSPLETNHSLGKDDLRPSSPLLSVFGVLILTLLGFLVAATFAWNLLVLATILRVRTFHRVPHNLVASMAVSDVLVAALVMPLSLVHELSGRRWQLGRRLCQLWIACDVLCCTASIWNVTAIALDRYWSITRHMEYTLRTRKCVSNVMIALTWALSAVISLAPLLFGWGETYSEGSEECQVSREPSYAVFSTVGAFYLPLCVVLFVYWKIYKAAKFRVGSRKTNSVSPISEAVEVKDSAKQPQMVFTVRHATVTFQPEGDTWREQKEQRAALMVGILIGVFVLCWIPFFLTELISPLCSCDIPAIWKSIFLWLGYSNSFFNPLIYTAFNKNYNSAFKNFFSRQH
HTR5A ag ctr – counter-screen for OPRM1-OPRD1 agonists: human HTR5A agonism | P47898 | HTR5A agonist assay, luminescence, cell-based | activation, % at 9.3 µM | hit rate 0.61% among 340,000; in the data active means activation mostly above about 9.5%, no sharp cut-off; inactive means mostly below about 7.6%;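 further: 0% = cells with vehicle only and 100% = reference agonist; strong numbers were not always called active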
PKA-R1A act – PKA-R1A complex activation. P00514+P68181. PKA-R1A dissociation, Cy5-IP20 fluorescence polarization; scaled: DMSO 0%, 113 µM cGMP 100%. activation, % at 11.4 µM. hit rate 0.083% among 340,000;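 active means percent activation above the mean of all tested compounds plus 3 SD, cut at about 19% in these data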;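 further: higher means more PKAc released from R1A so a rise in polarization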
Tat transport – blocks Tat-dependent protein export in E. coli; E. coli MC4100 TorA-mCherry Tat export, fluorescence; inhibition, % at 10 µM; hit rate 0.036% among 340,000; AID 488895;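 active means mean replicate inhibition at least 50% and at least half of replicates individually reaching 50%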;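 further: exported cargo escapes ClpAP degradation while cytoplasmic cargo is degraded and loses fluorescence; 0% = median of neutral control wells and 100% = median of NaSCN control wells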
DAGLB inh – diacylglycerol lipase beta (human) inhibition | HEK293T DAGLB membrane lysate, EnzChek fluorogenic substrate | inhibition, % at 5.17 µM | hit rate 0.059% among 340,000; in the data active means inhibition above about 34%;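 further: 0% = enzyme with vehicle and 100% = wells lacking enzyme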
phage Ecoli inh – E. coli growth loss with phage present; growth absorbance; inhibition, % at 11.9 µM; hit rate 0.26% among 360,000; AID 651602; in the data active means inhibition above about 11%
SUMO Mot1 rescue – blocks SUMOylation pathway, rescuing yeast Mot1-301 growth; hit rate 1% among 320,000; S. cerevisiae Mot1-301 growth rescue, ATP luminescence, 38.5C; percent above DMSO median, 100 means doubled; growth rescue, % at 18.8 µM;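 active means every valid replicate shows activation above 250% relative to neutral control wells; inactive means the rest, any valid replicate at or below 250%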;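 further: OY570 slx delta 5 strain wells were the positive control but not used for scaling; some compounds called inactive have numbers as strong as hits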
AddAB inh – less growth of phage-infected E. coli with AddAB; inhibition, % at 11.9 µM; E. coli expressing H. pylori AddAB, absorbance growth; AID 435030; hit rate 0.29% among 330,000; in the data active means inhibition above about 12%;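 further: 0% = vehicle wells of infected cells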
PKA-R2B activ – PKA-R2B complex activation; activation, % at 11.4 µM; PKA-R2B holoenzyme dissociation, Cy5-IP20 fluorescence polarization; R2B truncated from residue 108, S112A mutant; 0% DMSO only, 100% 113 µM cGMP; AID 504700; hit rate 0.079% among 340,000;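 active means activation above a cutoff set at the mean over all compounds plus 3 SD, cut at about 18% in these data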;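 further: higher means more holoenzyme dissociation and a rise in polarization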
Target sequence (P31323 whole entry, looked up, other chains not shown, the tested form may be a part): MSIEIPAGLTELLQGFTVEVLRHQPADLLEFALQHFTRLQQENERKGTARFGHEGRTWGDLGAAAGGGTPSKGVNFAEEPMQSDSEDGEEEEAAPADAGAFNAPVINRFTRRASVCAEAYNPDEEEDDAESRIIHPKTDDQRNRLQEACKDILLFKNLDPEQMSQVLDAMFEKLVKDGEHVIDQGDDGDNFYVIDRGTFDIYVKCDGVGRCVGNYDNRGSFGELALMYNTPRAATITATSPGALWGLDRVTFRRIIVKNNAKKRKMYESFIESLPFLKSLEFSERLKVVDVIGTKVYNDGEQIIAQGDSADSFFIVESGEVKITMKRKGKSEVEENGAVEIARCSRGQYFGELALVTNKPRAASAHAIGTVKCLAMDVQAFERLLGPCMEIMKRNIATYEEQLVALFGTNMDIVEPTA
CDK5 inh – inhibitors of human CDK5/p35 kinase | inhibition, % at 10 µM | Q00535+Q15078 | hit rate 0.01% among 330,000 | Recombinant CDK5/p35, ADP-Glo luminescence, 60 min;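 active means highest replicate inhibition of at least 50% and at least 75% of replicates reaching 50%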;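 further: plate controls were DMSO neutral control for no effect and GW8510 at 10 µM for full effect; many of its hits are not listed in these tables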
E coli growth – bacterial growth inhibition, counter-screen for AddAB inhibitors. E. coli V3065 growth, OD600 absorbance, 18 h. hit rate 0.27% among 330,000. inhibition, % at 11.9 µM;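 active means inhibition above the campaign's mean inhibition across all tested compounds plus 3 SD, cut at about 9.9% in these data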;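 further: uninfected addAB+ strain grown without phage in ampicillin broth; 0% = DMSO wells and 100% = ciprofloxacin 0.95 µg/ml wells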
Starred values were filed as active, the others as inactive; . = no result given.

SMILES | HTR5A inv ctr | HTR5A ag ctr | PKA-R1A act | Tat transport | DAGLB inh | phage Ecoli inh | SUMO Mot1 rescue | AddAB inh | PKA-R2B activ | CDK5 inh | E coli growth
CCc1cc2cc(C)ccc2nc1SCC(=O)NC1CCCC1 | -18.1 | 6.8 | -7.3 | 3.1 | -10.4 | 0.6 | 479.4 | 0.7 | -14.4 | -4.7 | -0.8
Cc1ccc(S(=O)(=O)N2CCCC(C(=O)NCCc3ccc4c(c3)OCO4)C2)cc1 (stereo not given) | -20.6 | -1.4 | -11.1 | -2.9 | 2.1 | 1.5 | 14.3 | 0.2 | -3.8 | 0.7 | -0.6
O=C(Nc1cccc2ccccc12)c1ccc(Cn2cc(Cl)cn2)cc1 | 3.1 | -1.2 | -5.5 | -2.3 | -1.4 | 0.1 | -8.6 | 4.0 | 3.2 | -0.3 | -0.2
N#CC1=C(N)OC2=C(C(=O)CC(c3ccco3)C2)C1c1ccc(OCc2c(F)cccc2Cl)cc1 (stereo not given) | -7.6 | -2.0 | 3.3 | 13.7 | 5.5 | 2.9 | -0.2 | 0.6 | -5.7 | -0.9 | 0.7
CN1CCN(c2nc(Nc3ccc(F)cc3)nc(Nc3ccc(F)cc3)n2)CC1 | -2.8 | 0.7 | -3.4 | 3.7 | -2.1 | 2.1 | -3.1 | -4.0 | -11.0 | 2.0 | -0.4
CCOc1ccc2c(c1)C(=O)c1cc(OCC(=O)O)ccc1-2 | -0.2 | 0.1 | -5.3 | 8.2 | 4.6 | 4.0 | 4.1 | 0.9 | -2.4 | -1.0 | -0.7
NC(=O)N/N=C/c1ccc(-c2ccc(S(=O)(=O)Nc3ncccn3)cc2)o1 | 0.5 | -0.2 | 1.2 | 0.0 | 2.2 | 0.4 | . | . | -3.2 | -3.7 | .
CCOC(=O)c1cnn(-c2ccccc2)c1-n1cccc1C(=O)C(=O)N(C)C | -13.9 | 6.9 | -5.4 | 0.2 | 0.0 | 2.3 | -10.0 | 0.9 | 1.6 | -0.3 | 1.7
CN(C(=O)c1cccc(Br)c1)C1CCS(=O)(=O)C1 (stereo not given) | -13.5 | 4.2 | 1.3 | 2.3 | 3.3 | 4.5 | 9.7 | 2.1 | -4.9 | 0.2 | 0.4
COc1ccc(-c2cn(Cc3cccc(OC)c3)nn2)cc1 | 8.5 | -3.4 | -2.9 | -11.5 | -9.0 | 4.5 | -12.8 | 4.4 | 9.4 | -0.3 | 0.3
CC(C)(CN=C1NS(=O)(=O)c2ccccc21)CNC(=O)c1ccccc1 | 5.2 | -2.0 | -6.2 | -3.9 | 1.3 | 2.3 | -10.9 | -1.5 | -10.0 | 0.5 | -0.8
Cc1nn(C)c(C(=O)N/N=C/c2ccc(-c3ccccc3)cc2)c1Cl | -38.2 | 3.2 | -4.4 | -2.3 | -3.2 | 2.6 | 5.4 | -0.1 | -2.8 | -0.2 | -0.8
CC(C)(C)C1CCc2sc(C(=O)NNC(=O)CCl)cc2C1 (stereo not given) | -163.2 | 57.0* | -0.5 | 4.7 | -11.8 | 3.2 | . | . | 2.2 | -2.3 | .
C1CCN(c2nc3nonc3nc2N2CCCC2)C1 | -2.1 | -2.6 | 13.0 | -1.3 | -2.6 | 1.6 | 41.0 | 2.2 | 2.9 | 1.3 | -1.2
CC1CCCCC1NC(=O)CCS(=O)(=O)c1cccc2nonc12 (stereo not given) | -4.0 | 8.4 | -5.4 | -19.9 | 0.7 | 3.7 | -5.4 | 0.8 | -3.0 | 0.8 | 0.7
Cc1ccc(Cn2c(CN3CC(C)OC(C)C3)nc3c2c(=O)n(C)c(=O)n3C)cc1 (stereo not given) | -33.7 | 4.8 | -6.1 | 0.6 | -4.0 | 1.6 | -0.2 | -0.7 | 19.0* | 2.3 | -2.2
COc1ccc(OC)c(S(=O)(=O)N2CCC(C(=O)NCc3ccccc3)CC2)c1 | -8.2 | 3.1 | 10.4 | -2.6 | 2.5 | -0.1 | 41.6 | -0.5 | -0.1 | 1.5 | -2.0
CCOc1ccc(NCc2cccn2-c2nnc(N3CCC(C(=O)NCCCN4CCCCC4)CC3)s2)cc1 | 2.8 | -1.1 | -5.0 | 2.5 | 2.9 | -1.0 | -4.8 | 2.5 | -9.4 | 0.2 | -3.6
COC(=O)C1CCN(C(=O)c2cc3c(=O)n4cccc(C)c4nc3n2Cc2ccccc2)CC1 | -11.8 | -1.5 | 3.4 | 0.7 | 1.7 | 2.1 | 8.3 | -2.2 | 2.9 | -0.2 | 1.1
CCc1cccc(C)c1NC(=S)N(CCCN1CCN(C)CC1)Cc1cccs1 | 10.1 | -2.9 | -11.8 | -6.2 | -0.6 | 0.8 | -5.6 | -2.5 | -2.8 | 1.5 | -2.4

Rewritten with values under each structure: 2 of the compounds above.
Below each compound – HTR5A inv ctr, HTR5A ag ctr, PKA-R1A act, Tat transport, DAGLB inh, phage Ecoli inh, SUMO Mot1 rescue, AddAB inh, PKA-R2B activ, CDK5 inh, E coli growth
Cc1nn(C)c(C(=O)N/N=C/c2ccc(-c3ccccc3)cc2)c1Cl
  -38.2, 3.2, -4.4, -2.3, -3.2, 2.6, 5.4, -0.1, -2.8, -0.2, -0.8
CC(C)(C)C1CCc2sc(C(=O)NNC(=O)CCl)cc2C1 (stereo not given)
  -163.2, 57.0*, -0.5, 4.7, -11.8, 3.2, ., ., 2.2, -2.3, .

(further entries)
SMILES | HTR5A inv ctr | HTR5A ag ctr | PKA-R1A act | Tat transport | DAGLB inh | phage Ecoli inh | SUMO Mot1 rescue | AddAB inh | PKA-R2B activ | CDK5 inh | E coli growth
CN(C)N(C(=O)c1cc(-c2cccs2)nn1-c1ccccc1)C1CCS(=O)(=O)C1 (stereo not given) | 10.3 | -1.7 | -1.2 | -1.6 | 0.8 | 1.8 | . | 2.6 | -5.8 | 0.6 | 1.6
Cc1ccc(NC(=O)C2C3C=CC4(O3)C2C(=O)N(CCCN2CCCC2)C4C(=O)NC2CCCCC2)cc1Cl (stereo not given) | 1.8 | -0.7 | -1.4 | -2.4 | 0.7 | 1.7 | 4.3 | 1.9 | 2.0 | -1.1 | -0.8
CC(C(=O)NCc1ccccc1)N(Cc1ccccc1Cl)C(=O)c1snc(C(N)=O)c1N (stereo not given) | -21.2 | 7.5 | -3.3 | 1.5 | 0.2 | 1.5 | -4.4 | 1.2 | -9.1 | 1.9 | -2.7
Cn1c(Sc2ccc(Cl)cc2)c(C=O)c2ccccc21 | 15.3 | 0.3 | -9.8 | 3.1 | -7.3 | 1.6 | 6.9 | 0.2 | 3.3 | 1.2 | 1.7
Cc1cc(C)c2c(=O)[nH]n(C(C)C)c2n1 | -32.5 | 1.2 | 0.9 | 24.8 | 3.2 | -0.6 | -17.2 | -0.5 | 0.7 | -0.9 | -1.6
Cc1cnc(C(=O)OCc2cc(=O)n3c(C)cccc3n2)cn1 | -11.0 | 2.8 | -14.4 | 0.3 | 0.3 | -2.6 | -8.0 | 0.6 | 1.9 | 1.5 | -0.4
CCCS(=O)(=O)N1CCN(C(=O)CCC2CCCC2)CC1 | -0.7 | -0.7 | -14.8 | 0.8 | -2.9 | 3.7 | . | 3.5 | -11.9 | -1.3 | 5.0
Cc1cc(=O)[nH]c(SCC(=O)N2CCN(C(c3ccccc3)c3ccccc3)CC2)n1 | -5.5 | 1.0 | 4.5 | -5.1 | 0.7 | 1.8 | -22.3 | 4.9 | -4.6 | -1.5 | 0.3
O=S(=O)(NCC(O)COCc1ccco1)c1cccs1 (stereo not given) | -10.6 | -1.9 | -4.0 | -1.7 | 2.8 | 2.1 | 45.1 | 1.5 | -15.5 | 0.2 | 1.3
COc1ccc(OC)c(S(=O)(=O)Nc2ccccc2SC)c1 | 8.6 | -2.7 | 9.3 | -2.1 | 1.6 | -2.1 | 1.1 | 1.8 | -8.1 | -1.4 | -1.1
COc1cccc(/C(O)=C2/C(=O)C(=O)N(CCN(C)C)C2c2ccc(Br)cc2)c1 (stereo not given) | -27.7 | 10.3* | -0.8 | -1.9 | -0.4 | 0.9 | 173.7 | 0.6 | -5.8 | 0.3 | 0.5
O=C(CCc1ccncc1)NC1CCCc2c1cnn2-c1ccc(F)cc1F (stereo not given) | -2.7 | 0.7 | -8.0 | -0.8 | -0.2 | 2.5 | 1.6 | 0.5 | -3.6 | 0.7 | 0.6
COc1ccc(CNC(=O)C(C)OC(=O)CN2C(=O)COc3ccccc32)cc1 (stereo not given) | -16.6 | 5.9 | 2.4 | -2.8 | -0.2 | -0.6 | 18.7 | 2.7 | -1.8 | -0.9 | -1.5
CC(=O)O[C@@H]1[C@@]2(C)O[C@H]2CC[C@]23O[C@H]2[C@H](OC3=O)C2=C(C)C(=O)O[C@@]21O | -10.5 | 3.6 | 1.7 | 4.3 | -1.9 | 3.5 | -5.2 | 1.9 | -3.5 | -7.1 | -1.5
CC(C)(C)c1ccc(Cn2nnc3c(=O)[nH]c(C4CCN(C(=O)Cc5cccs5)CC4)nc32)cc1 | -29.1 | 0.8 | -2.8 | 12.2 | 2.7 | 2.2 | 11.7 | -0.5 | 8.8 | 1.4 | 0.0
COc1ccc(C(=O)Nc2ccccc2N2CCN(C(=O)C(C)C)CC2)cc1Cl | -22.1 | -0.6 | 6.9 | 7.5 | 1.2 | 0.4 | -14.7 | 1.6 | 5.3 | -0.5 | 1.8
O=C(COc1ccc(Cl)cc1)Nc1cnn(Cc2c(Cl)cccc2Cl)c1 | -27.1 | 2.3 | -9.9 | -7.3 | -6.2 | 2.5 | -2.3 | 2.8 | -13.7 | 0.4 | -2.1
Cc1cc(NC(=O)CCC(=O)N(Cc2ccco2)C(C)(C)C(=O)NC2CCCCC2)no1 | -16.0 | -0.7 | 7.7 | -2.5 | 0.2 | 2.1 | -14.7 | 2.1 | -7.3 | -1.1 | -2.5
Cc1cccc2nc(COc3ccc4ccccc4c3Br)cn12 | -21.4 | 5.6 | -2.6 | -3.4 | -8.7 | 0.5 | 728.5* | 0.8 | 5.0 | 3.4 | -0.8
CC1(C)C(=O)OC(c2cccn2-c2ccc([N+](=O)[O-])cc2)C(C)(C)C1=O (stereo not given) | -7.1 | -0.3 | -3.8 | -4.1 | -0.6 | -0.1 | 138.9 | 2.5 | 2.2 | -0.5 | 0.8
CCn1c(SCc2nc3ccccc3[nH]2)nnc1-c1cnccn1 | 2.4 | 4.5 | 6.3 | -1.1 | -0.5 | 2.4 | -7.4 | 0.5 | 6.9 | -0.2 | 2.1
Nc1ccc2c3c(cccc13)CC2 | -17.5 | -1.0 | -3.4 | -6.8 | -25.0 | 0.1 | 15.5 | 5.0 | 5.3 | 1.0 | 1.7
Cc1ccccc1C(=O)N1c2ccccc2OCC1C(C)(C)C (stereo not given) | -9.2 | 2.6 | -14.6 | -4.0 | -7.1 | 0.5 | 9.5 | 1.2 | -19.0 | 0.6 | -0.7
Cc1ccc(C(=O)Nc2sc(C)c(C)c2C(=O)c2ccccc2)cc1 | -11.2 | -0.1 | 7.3 | -1.3 | -25.1 | -2.1 | -1.1 | 2.6 | -6.0 | 0.4 | -0.2
COc1ccc(COC(=O)c2ccc(Cl)c(S(=O)(=O)N3CC(C)OC(C)C3)c2)cc1 (stereo not given) | 0.1 | 1.0 | -9.1 | 12.0 | -11.9 | 2.7 | -3.2 | 0.6 | 5.7 | -1.6 | -4.2
